# E coli Lon inh: E. coli protease La inhibition. P0A9M0. purified E. coli Lon protease, fluorescence polarization. inhibition, % at 7.94 µM. 360,000 compounds, 0.42% hits. AID 602123; in the data active means inhibition above about 13%, passing the limit was not always enough;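 further: 0% = enzyme with probe and DMSO and 100% = no enzyme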
# Target sequence (P0A9M0 whole entry, looked up): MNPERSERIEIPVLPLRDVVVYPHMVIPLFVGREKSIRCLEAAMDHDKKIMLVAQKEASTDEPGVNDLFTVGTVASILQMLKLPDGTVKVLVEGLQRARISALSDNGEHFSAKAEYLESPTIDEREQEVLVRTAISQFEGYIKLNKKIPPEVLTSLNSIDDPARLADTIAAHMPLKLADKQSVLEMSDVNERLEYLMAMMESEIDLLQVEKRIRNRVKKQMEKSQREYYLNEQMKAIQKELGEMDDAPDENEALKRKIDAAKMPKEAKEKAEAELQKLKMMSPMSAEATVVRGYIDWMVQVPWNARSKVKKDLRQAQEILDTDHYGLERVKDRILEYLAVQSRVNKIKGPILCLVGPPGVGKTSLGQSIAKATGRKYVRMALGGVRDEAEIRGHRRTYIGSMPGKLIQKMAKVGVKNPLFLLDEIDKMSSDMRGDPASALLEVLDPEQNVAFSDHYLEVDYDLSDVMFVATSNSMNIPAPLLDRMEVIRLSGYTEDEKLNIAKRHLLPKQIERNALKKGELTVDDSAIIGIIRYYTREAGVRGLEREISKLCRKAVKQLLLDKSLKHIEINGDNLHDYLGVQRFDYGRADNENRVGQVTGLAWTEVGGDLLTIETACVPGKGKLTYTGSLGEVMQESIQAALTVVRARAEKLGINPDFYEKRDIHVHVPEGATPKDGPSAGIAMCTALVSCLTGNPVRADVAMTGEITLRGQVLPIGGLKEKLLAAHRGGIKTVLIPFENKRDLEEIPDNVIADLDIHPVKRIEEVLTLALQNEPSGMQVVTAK
# CendR NRP1 mod: alters CendR peptide binding to human NRP-1; FAM-RPARPAR peptide binding to NRP-1, fluorescence polarization; inhibition, % at 25 µM; 360,000 compounds, 0.85% hits;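 active means inhibition or corrected inhibition above about 18%, plus a signal ratio from 0.5 to 1.5, limit read from the data, passing the limit was not always enough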; further: strong numbers were not always called active
# TbMetRS inhib: blocks T. brucei methionyl-tRNA synthetase activity; AID 624268; inhibition, % at 11.9 µM; 360,000 compounds, 0.4% hits; purified T. brucei MetRS, ATP depletion, Kinase-Glo luminescence;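 active means inhibition above a per-plate cutoff of the control wells' mean inhibition plus 3 SD, cut at about 5.5% in these data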;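 further: 0% = DMSO wells median and 100% = median of wells with control inhibitor compound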
#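 Material: parasite MetRS enzyme / Replication: singlicate, one well per compound / Signal: luminescence of leftover ATP / Schedule: 2 h aminoacylation at 25 °C after 15 min preincubation / Medium: HEPES-MgCl2-KCl buffer plus DTT, spermine, BSA, pyrophosphatase / Doses: 11.9 µM single point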
# DNMT1 block: blocks human DNA methyltransferase DNMT1. inhibition (reported as % activation of signal), % at 10 µM. DNMT1 molecular beacon, Hinp1I cleavage, fluorescence. AID 588458. P26358. 360,000 compounds, 0.83% hits; in the data active means inhibition above about 50%
# Scp1 inh: Scp-1 (human) phosphatase inhibition. Recombinant Scp1, phosphopeptide, malachite green phosphate absorbance. 340,000 compounds, 0.88% hits. inhibition, % at 20 µM;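 active means inhibition above about 50% at 20 µM, limit read from the data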;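 further: plate controls were DMSO wells with enzyme for no effect and wells lacking enzyme for full effect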
#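 Test system: SCP-1 phosphatase catalytic domain, residues 76-261 | Compound dosing: One concentration, 20 µM, with 1.0% DMSO | Schedule: 45 min room-temperature reaction, 5 min colour, 30 min stabiliser | Detection: Absorbance at 630 nm | Read-out basis: % inhibition of SCP-1 phosphate liberation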
# LMPTP block: LMPTP (human) inhibition; P24666; recombinant LMPTP-A, OMFP fluorogenic substrate, fluorescence intensity; 360,000 compounds, 0.22% hits; inhibition, % at 20 µM;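 active means compounds that cut the enzyme signal by at least half of the control window in the single-dose screen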;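 further: plate controls were DMSO wells with enzyme plus substrate for no effect and substrate without enzyme for full effect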
# Target sequence (P24666 whole entry, looked up): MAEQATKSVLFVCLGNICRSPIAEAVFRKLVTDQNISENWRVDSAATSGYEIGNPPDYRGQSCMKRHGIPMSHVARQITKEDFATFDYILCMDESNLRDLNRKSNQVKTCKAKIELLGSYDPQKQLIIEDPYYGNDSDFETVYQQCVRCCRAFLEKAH
#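 Test system: LMPTP-A, protein tyrosine phosphatase of low molecular weight; Input: 0.625 nM enzyme; Incubation: 50 min dark incubation at room temperature; Signal: endpoint fluorescence intensity from OMFP dephosphorylation; Read-out basis: % inhibition versus control wells.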
# bovine MsrA act: activators of bovine methionine sulfoxide reductase A; purified bovine MsrA, absorbance read-out; activation, % at 10.6 µM; 360,000 compounds, 0.3% hits; in the data active means activation above about 7.5%;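 further: 0% = vehicle and 100% = reference activator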
# SUMO1 PPI mod: modulators of human SUMO1-mediated protein-protein interactions. SUMO1 binding to a labelled peptide, TR-FRET, 1 h. inhibition, % at 20 µM. 360,000 compounds, 0.33% hits; in the data active means inhibition above about 37%
# Target sequence (P63165 whole entry, looked up): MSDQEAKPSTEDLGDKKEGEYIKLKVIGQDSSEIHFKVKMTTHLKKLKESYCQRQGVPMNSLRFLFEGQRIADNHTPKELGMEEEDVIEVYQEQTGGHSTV
# STEP block: STEP (human) phosphatase inhibition; inhibition, % at 20 µM; recombinant STEP, OMFP fluorogenic substrate, fluorescence; AID 588621; P54829; 360,000 compounds, 0.25% hits;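 active means inhibition at 20 µM, scaled per plate between control wells, above about 37%, limit read from the data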;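 further: 0% = DMSO with enzyme and substrate and 100% = substrate only without enzyme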
#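 material = STEP tyrosine phosphatase | reagent = fluorogenic phosphatase substrate OMFP at 25 µM final | doses = single compound dose of 20 µM, 1% DMSO final | schedule = 20 min reaction, room temperature, in the dark | measured by = fluorescence, 480/540 nm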
# MsrA inh: inhibitors of bovine MsrA | purified bovine MsrA, absorbance read-out | inhibition, % at 15.5 µM | 360,000 compounds, 0.75% hits | AID 651718; in the data active means inhibition above about 4.5%;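 further: 0% = vehicle wells with enzyme and 100% = reference inhibitor wells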
# The depositor's hits bear a star; . = no result given.
# Preview (4 entries):
[1] CCCCOc1ccc(C(=O)N/C(=C/C=C/c2ccccc2)C(=O)NC)cc1
[2] COc1cccc(-n2cc(-c3ccc(F)cc3)[nH]c2=S)c1
[3] Cc1nc(C(F)(F)F)ccc1C(=O)N1CCC1(C)C(=O)NS(=O)(=O)c1ccc2ccccc2c1 (stereo not drawn)
[4] CC(C)(C)OC(=O)NCCCCCNC(=O)c1[nH]cnc1C(=O)Nc1ccccc1
screen / no.	1	2	3	4
E coli Lon inh	-8	-2	6	-3
CendR NRP1 mod	8	-7	10	-4
TbMetRS inhib	-1.9	-0.1	-0.3	-0.1
DNMT1 block	5	-1	8	1
Scp1 inh	3	2	.	-8
LMPTP block	0.2	-2.4	-1.0	0.4
bovine MsrA act	-13	2	-1	-2
SUMO1 PPI mod	-8	-1	-1	8
STEP block	0	1	-2	3
MsrA inh	3.1	-0.4	1.1	-0.7

# The whole of this part (from the top)
[1] CCCCOc1ccc(C(=O)N/C(=C/C=C/c2ccccc2)C(=O)NC)cc1
[2] COc1cccc(-n2cc(-c3ccc(F)cc3)[nH]c2=S)c1
[3] Cc1nc(C(F)(F)F)ccc1C(=O)N1CCC1(C)C(=O)NS(=O)(=O)c1ccc2ccccc2c1 (stereo not drawn)
[4] CC(C)(C)OC(=O)NCCCCCNC(=O)c1[nH]cnc1C(=O)Nc1ccccc1
[5] CCOc1ccc(NC(=O)CCC(=O)N/N=C/c2ccc([N+](=O)[O-])s2)cc1
[6] CCn1c(=O)n(CC)c2cc(N3CCCC3)c(NC(=O)c3ccccc3)cc21
[7] O=C(Nc1cccc(S(=O)(=O)N2CCCCC2)c1)c1cc2ccccc2o1
[8] Cc1cc(Br)ccc1SCC(=O)NCC(c1ccco1)N1CCCCC1 (stereo not drawn)
screen / no.	1	2	3	4	5	6	7	8
E coli Lon inh	-8	-2	6	-3	3	-4	1	-16
CendR NRP1 mod	8	-7	10	-4	-4	2	-8	6
TbMetRS inhib	-1.9	-0.1	-0.3	-0.1	-0.2	0.6	0.0	-0.3
DNMT1 block	5	-1	8	1	-8	0	-11	3
Scp1 inh	3	2	.	-8	-2	1	-13	-6
LMPTP block	0.2	-2.4	-1.0	0.4	1.2	0.1	3.1	-0.4
bovine MsrA act	-13	2	-1	-2	-1	-1	-4	-3
SUMO1 PPI mod	-8	-1	-1	8	-15	5	1	5
STEP block	0	1	-2	3	-4	-2	-2	-2
MsrA inh	3.1	-0.4	1.1	-0.7	1.1	0.3	0.7	-1.8

[9] Cc1ccc(-c2nc3ncccn3c2Nc2ccccc2C)o1
[10] CN(C(=O)C1CCN(S(=O)(=O)c2ccccc2[N+](=O)[O-])CC1)C1CCCCC1
[11] O=C(Nc1ccc2c(c1)OCCO2)C(c1ccnc2ccccc12)N1CCN(c2ccc(F)cc2)CC1 (stereo not drawn)
[12] Cc1cccc(C)c1NC(=O)C(c1ccc(Cl)cc1Cl)N1CCCCC1 (stereo not drawn)
[13] CCSc1ccc2nnc(-c3cccs3)n2n1
[14] O=[N+]([O-])c1ccc(-n2nnnc2CN2CCOCC2)cc1
[15] Cc1cccc(NC(=O)[C@@H]2CCCN2C(=O)OC(C)(C)C)c1
[16] COc1ccc(NC(=O)CN(C)C(=O)C(CCSC)NC(=O)c2ccccc2)cc1 (stereo not drawn)
screen / no.	9	10	11	12	13	14	15	16
E coli Lon inh	-8	-15	-3	-5	12	-2	-2	0
CendR NRP1 mod	-15	1	-3	-5	21	9	6	6
TbMetRS inhib	-0.8	0.1	-0.6	-0.6	-1.5	-0.9	-0.7	-0.1
DNMT1 block	2	0	-17	5	8	-4	0	-1
Scp1 inh	-2	44	.	0	12	-8	-2	-3
LMPTP block	-0.8	-0.1	2.6	-0.5	-1.6	-0.4	-0.5	-1.8
bovine MsrA act	-3	0	-3	-13	-11	-3	-1	-2
SUMO1 PPI mod	-9	-13	-4	16	-9	-10	-1	6
STEP block	-1	2	0	-4	0	-1	-3	-3
MsrA inh	2.0	0.4	0.2	0.1	-0.2	-0.3	-0.1	-1.2

[17] COc1ccc(C(C)=O)c(Oc2ccc(S(=O)(=O)N3CCOCC3)cn2)c1
[18] COc1ccc(NC(=O)CN2C(=O)/C(=C3\SC(=S)N(CCC(=O)O)C3=O)c3ccccc32)cc1
[19] COc1ccc(CCNc2ccc(C)cc2)cc1
[20] O=[N+]([O-])c1cc([N+](=O)[O-])c2c(=Nc3ccccc3)n(-c3ccccc3)n(O)c2c1
[21] Cc1cc2c(=O)[nH]c(Cc3ccccc3)nc2s1
[22] COc1cccc(-c2nc(CS(=O)(=O)CC(=O)N3CCOCC3)c(C)o2)c1
[23] COc1ccc(-c2nc(C#N)c(NC(C)C)o2)cc1
[24] Cc1nc2oc3ccccc3c(=O)c2cc1C(=O)O
screen / no.	17	18	19	20	21	22	23	24
E coli Lon inh	-6	-4	-8	7	-3	12	-14	-1
CendR NRP1 mod	-21	16	10	20	-11	6	-2	-9
TbMetRS inhib	0.1	-0.6	0.1	0.2	0.1	-0.6	0.0	-0.3
DNMT1 block	0	3	-9	-21	2	3	-6	0
Scp1 inh	-3	97*	-1	-15	3	10	-9	-13
LMPTP block	0.2	86*	0.5	5.2	0.3	-1.9	1.1	-1.2
bovine MsrA act	-8	-5	-1	-2	-8	-3	-1	1
SUMO1 PPI mod	-7	1	-5	-4	0	3	-1	5
STEP block	-1	20	5	5	-3	-3	0	2
MsrA inh	-0.5	.	-0.3	2.6	0.2	0.6	2.3	0.4

# Looked up above:
# COc1ccc(CCNc2ccc(C)cc2)cc1 @ SUMO1 PPI mod = -5
# COc1ccc(-c2nc(C#N)c(NC(C)C)o2)cc1 @ STEP block = 0
# Cc1cc2c(=O)[nH]c(Cc3ccccc3)nc2s1 @ CendR NRP1 mod = -11
# O=[N+]([O-])c1cc([N+](=O)[O-])c2c(=Nc3ccccc3)n(-c3ccccc3)n(O)c2c1 @ TbMetRS inhib = 0.2
# COc1cccc(-c2nc(CS(=O)(=O)CC(=O)N3CCOCC3)c(C)o2)c1 @ STEP block = -3
# Cc1nc2oc3ccccc3c(=O)c2cc1C(=O)O @ Scp1 inh = -13
# COc1ccc(C(C)=O)c(Oc2ccc(S(=O)(=O)N3CCOCC3)cn2)c1 @ TbMetRS inhib = 0.1

# Further structures follow.
[25] COc1ccc(-c2nnc(SCC(=O)c3cccs3)o2)c(OC)c1
[26] COC(=O)c1oc2ccc(Cl)cc2c1NC(C)=O
[27] CCOc1cc(/C=N\NC(=O)Cn2nnc3ccccc32)ccc1O
[28] O=C(Nc1ccc(F)c(Cl)c1)Nc1csc2ccccc12
[29] COc1ccc(CN2CN(C3CCCC3)CSC2=S)cc1
[30] Nc1ccn(C2C=CC(CO)O2)c(=O)n1 (stereo not drawn)
[31] CCOc1ccc(/C(CCC(=O)O)=N/NC(=O)c2cccc(S(=O)(=O)Nc3ccccc3OC)c2)cc1
[32] COc1ccc(N2CCN(CC(=O)Nc3cc(C)cc(C)c3)CC2)cc1
screen / no.	25	26	27	28	29	30	31	32
E coli Lon inh	2	0	4	2	9	-5	-10	-2
CendR NRP1 mod	5	-2	7	8	5	0	4	1
TbMetRS inhib	-1.9	-1.9	-0.4	1.5	-0.8	-0.8	0.0	-1.0
DNMT1 block	-1	8	0	4	2	.	-7	-1
Scp1 inh	1	3	10	-14	-5	.	-7	17
LMPTP block	-1.4	-0.7	-0.4	1.1	-0.1	-1.9	-0.7	-0.1
bovine MsrA act	-11	-12	-4	-4	-9	-2	-2	-6
SUMO1 PPI mod	0	-2	0	2	0	2	7	4
STEP block	-1	-3	3	0	0	.	-5	-1
MsrA inh	-0.7	0.1	2.8	0.8	-1.3	1.1	-0.6	0.2

[33] Cc1ccc2c(c1C)NC(=O)CC(c1ccccc1O)=N2
[34] CCOc1ccccc1NC(=O)Cn1nnc(C(=O)Nc2ccccc2Cl)c1N
[35] C=CCNc1oc(-c2cccs2)nc1C#N
[36] CCOC(=O)C1(C)CCN1C(=O)c1ccc(SC(F)(F)F)cc1 (stereo not drawn)
[37] Cc1ccc(NCC(=O)N/N=C\c2ccc([N+](=O)[O-])o2)cc1
[38] CC(=O)N1CCN(C(=O)CN2C(=O)NC(C)(c3ccc4ccccc4c3)C2=O)CC1 (stereo not drawn)
[39] COC(=O)c1ccc(/C=N/NC(=O)C2CC(=O)N(c3ccc(F)cc3)C2)cc1 (stereo not drawn)
[40] CC1=NN(/C(=N\c2nnc(C)s2)Nc2ccccc2)[C@H](c2cccc3ccccc23)S1
screen / no.	33	34	35	36	37	38	39	40
E coli Lon inh	6	-5	1	3	0	7	2	9
CendR NRP1 mod	2	-16	9	3	-19	-5	12	1
TbMetRS inhib	2.2	-1.6	-1.7	-0.2	-1.0	-0.6	0.4	-0.2
DNMT1 block	8	1	0	-1	-6	0	-1	-7
Scp1 inh	-1	9	-2	.	-1	-6	-2	11
LMPTP block	0.6	1.6	-0.6	0.4	-0.3	-0.6	-0.8	-0.8
bovine MsrA act	-1	-8	-12	-4	-8	-4	-1	-1
SUMO1 PPI mod	-153	4	-4	0	-29	0	-9	-5
STEP block	1	0	1	-3	0	-2	-1	0
MsrA inh	0.8	0.7	2.4	-0.7	2.0	-1.6	-0.4	1.0

[41] CN1CCN(c2ccc(CNC(=O)c3cccc4c(-c5ccc(F)c(F)c5)coc34)cc2)CC1
[42] O=[N+]([O-])c1cccc(-c2ccn[nH]2)c1
[43] Cc1cccc(NC(=O)Cc2nc(-c3c[nH]c(C(=O)N4CCCC4)c3)cs2)c1
[44] CCN1CCN(c2ccc(NC(=O)COc3ccc(Cl)cc3C)cc2)CC1
[45] COc1cc(NC(=O)CCc2nnc3ccc(N4CCCCC4)nn23)cc(OC)c1OC
[46] Cc1cccc(C)c1NC(=O)C1(C)CSCC(=O)N1CCc1c[nH]c2ccccc12 (stereo not drawn)
[47] COC(=O)c1cc(OC)c(OC)cc1NC(=S)N1CCN(c2ccccc2)CC1
screen / no.	41	42	43	44	45	46	47
E coli Lon inh	0	-4	-13	4	2	.	-11
CendR NRP1 mod	-11	1	-1	13	12	-3	1
TbMetRS inhib	-0.3	-0.2	-0.3	-0.2	0.0	0.0	0.0
DNMT1 block	-3	2	-8	3	-3	.	1
Scp1 inh	.	13	-2	-9	-1	.	4
LMPTP block	-2.6	-0.3	1.5	0.3	0.6	0.3	-0.7
bovine MsrA act	1	-1	-7	2	1	.	1
SUMO1 PPI mod	-58	-16	-3	2	-4	0	1
STEP block	13	3	0	-2	1	.	2
MsrA inh	.	-1.0	-1.0	-0.6	0.9	0.1	-0.2

# Assay outcomes as filed in PubChem BioAssay.
